RAD52 anneal inh: RAD52 DNA annealing inhibitors, primary screen, biochemical, FRET, single point, set 2; DNA repair protein RAD52 homolog (Homo sapiens), P43351; recombinant RAD52 DNA annealing, FRET fluorescence; inhibition, % at 18.7 µM; 360,000 compounds, 0.46% hits;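 active = every replicate showing at least 50% inhibition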
E-sel inducer: E-selectin induction in HUVECs, primary screen, imaging, HUVEC, immunofluorescence imaging, single point; normalized: neutral wells 0, TNF-alpha wells 100; activation, % at 7.58 µM; 260,000 compounds, 0.37% hits;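 active = mean E-selectin-positive cell signal at least 10% of the positive control, reached in at least 60% of replicates, without over 20% cell loss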;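 note: in these data hits start at about 27%; measured in HUVEC primary endothelial cells; signal is the percent of cells scored E-selectin positive by PE staining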
Target sequence (P16581 whole entry, looked up): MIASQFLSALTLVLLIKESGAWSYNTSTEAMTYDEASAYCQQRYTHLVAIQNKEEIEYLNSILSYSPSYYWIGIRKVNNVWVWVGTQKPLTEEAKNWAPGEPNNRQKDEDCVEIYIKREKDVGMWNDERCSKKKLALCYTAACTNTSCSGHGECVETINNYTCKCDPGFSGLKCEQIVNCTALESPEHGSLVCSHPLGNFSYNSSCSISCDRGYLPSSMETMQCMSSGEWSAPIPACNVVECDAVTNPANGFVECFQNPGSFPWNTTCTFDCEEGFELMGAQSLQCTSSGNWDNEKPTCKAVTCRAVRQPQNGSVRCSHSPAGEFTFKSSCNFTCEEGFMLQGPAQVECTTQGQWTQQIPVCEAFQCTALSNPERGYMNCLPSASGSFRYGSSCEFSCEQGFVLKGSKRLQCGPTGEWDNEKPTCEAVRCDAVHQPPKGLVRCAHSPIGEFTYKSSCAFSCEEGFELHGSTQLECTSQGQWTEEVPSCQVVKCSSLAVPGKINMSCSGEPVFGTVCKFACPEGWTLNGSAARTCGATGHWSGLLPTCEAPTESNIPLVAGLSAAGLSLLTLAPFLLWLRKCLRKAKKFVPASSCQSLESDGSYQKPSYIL
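Assay system: HUVEC primary endothelial cells. Input: 3,000 HUVEC seeded per well. Doses: one compound dose added by pin transfer. Read-out basis: % PE-positive cells. Benchmarks: TNF-alpha high, DMSO low. Detection: immunofluorescence imaging. Buffer or medium: EGM-2, gelatin.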
S100A4 MyoIIA: inhibitors of S100A4-myosin IIA peptide binding, primary screen, biochemical, fluorescence polarization, TAMRA-MyoIIA peptide; Protein S100-A4 (Homo sapiens), P26447; inhibition, % at 10.7 µM; 360,000 compounds, 0.14% hits;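 active = mean inhibition of at least 70% across replicates, with every replicate also reaching that level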
Target sequence (P26447 whole entry, looked up): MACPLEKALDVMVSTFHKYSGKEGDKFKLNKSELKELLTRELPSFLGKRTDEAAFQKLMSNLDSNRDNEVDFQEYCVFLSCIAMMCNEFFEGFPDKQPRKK
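Material: S100A4 monomer (human). Medium: Calcium-containing HEPES buffer, pH 7.2. Probe or stimulus: labelled myosin peptide probe, 5 nM. Compound dosing: one concentration per compound. Timing: polarization read 5 min after assay mix addition, stable 5–60 min. Benchmarks: DMSO as neutral control, TFP as positive control.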
ERAP1 inh: human ERAP1 aminopeptidase inhibitors, primary screen, biochemical, single point, plate reader; Endoplasmic reticulum aminopeptidase 1 (Homo sapiens), Q9NZ08; recombinant ERAP1, Leu-AMC fluorescence, 60 min; inhibition, % at 10.7 µM; 340,000 compounds, 0.15% hits; AID 652197, 2013;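 active = mean replicate inhibition of at least 30%, or all replicates individually reaching that 30% level; inactive = mean below 30% and not every replicate reaching it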;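 note: 0% = neutral control wells and 100% = L-leucinethiol positive control wells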
esBAF inh: Bmi1 luciferase reporter increase in mESCs, primary screen, esBAF inhibitor project, mouse ES cells, Bmi1 luciferase knock-in, single point; 24 h; 100% = twice the neutral-well signal; 350,000 compounds, 2% hits; reporter increase, % at 12.5 µM; in the data active = activation above about 40%;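 note: 0% = median of the plate's neutral control wells and 100% = double that signal; a rise in the Bmi1 reporter signal indicates esBAF inhibition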
RAD54 inh: inhibitors of human RAD54 branch migration, primary screen, biochemical, fluorescence, single point; DNA repair and recombination protein RAD54-like (Homo sapiens), Q92698; RAD54 Holliday junction branch migration, FAM/BHQ fluorescence; inhibition, % at 10.4 µM; 360,000 compounds, 0.14% hits; AID 602329, 2012;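 active = mean normalized replicate activity at least 40 and at least half of replicates scoring 40 or more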;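 note: 0% = median of neutral control wells and 100% = median of positive control wells; inhibitors cause a drop in the FAM fluorescence signal; in these data hits start at about 50%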
ERp5 block: inhibitors of ERp5-driven insulin aggregation, primary screen, biochemical, turbidity, absorbance 650 nm, single point. Protein disulfide-isomerase A6 (Homo sapiens), Q15084. 90 min. inhibition, % at 9.99 µM. 350,000 compounds, 0.05% hits. AID 651711, 2012;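 active = mean replicate inhibition above about 25%, with every replicate also reaching it, limit read from the data, passing the limit was not always enough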
Xi reactivation: activators of inactive X chromosome reactivation, primary screen, imaging, XiGFP fibroblasts, GFP high-content imaging, set 2; XiGFP mouse fibroblasts, % GFP-positive cells imaging, 3 d; cells co-treated with 5-aza-dC sensitizer; scaled so ellipticine positive control = 100%; AID 743238, 2013; 360,000 compounds, 0.055% hits; activation, % at 7.58 µM;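 active = mean normalized replicate activation at least 10% and every replicate at or above 10%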;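 note: 0% = median of on-plate neutral control wells and 100% = ellipticine 6 µM median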
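System: SV40-immortalized XiGFP fibroblast cells, line 68-5-11 / Incubation: 3-day compound exposure, then 15 min fixation at room temperature / Compound: single concentration per compound, delivered by pin transfer / Buffer or medium: DMEM plus 5-aza-dC sensitizer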
An asterisk follows results filed as active; . = not tested or not shown; & = joins results of further samples.

Values run as follows: RAD52 anneal inh, E-sel inducer, S100A4 MyoIIA, ERAP1 inh, esBAF inh, RAD54 inh, ERp5 block, Xi reactivation
C/C(=N\N=C\c1cccc(F)c1)c1nnn(-c2nonc2N)c1C
    -10, ., -1, -1, ., ., -2, 0.1
COCC(=O)Nc1ccc2c(c1)[C@@H]1C[C@H](CC(=O)NCc3cccc(F)c3)O[C@@H](CO)[C@@H]1O2
    1, 0.0, 3, ., -1, 1, -1, 0.0&0.2
C[C@H](NC(=O)C[C@H]1CC[C@H]2[C@@H](COC[C@@H](O)CN2Cc2ccc(C(F)(F)F)cc2)O1)c1ccccc1
    8, -0.2, 26, -1, 15, 0, 6, 0.3
COc1ccc(C2C(C(=O)c3ccc(C)o3)=C(O)C(=O)N2Cc2cccnc2)cc1 (configuration not stated)
    -18, ., 0, 5, -1, -7, 2, 0.2
CC1CCCC(NC(=O)CSc2nnc(-c3cccnc3)n2N)C1C (configuration not stated)
    -15, -0.3, -6, -1, 0, -1, -6, 0.3
CN(C)C(=O)C[C@@H]1CC[C@H](NS(=O)(=O)c2ccccc2)[C@@H](CO)O1
    11, 0.4, 1, 1, 0, -7, 2, -0.1
CCN(C(=O)COC(=O)c1ccc(SC)cc1OC)C1CCS(=O)(=O)C1 (configuration not stated)
    -11, ., 1, 0, 2, -2, 6, 0.0
Cc1cnc(C(=O)OCC(=O)N(CC(C)C)C2CCS(=O)(=O)C2)cn1 (configuration not stated)
    -10, 3.9, 5, 1, -1, -4, 3, 0.6
Cc1ccc(S(=O)(=O)N2CCN(C(=O)COC(=O)/C=C/c3ccccc3)CC2)c(C)c1
    -11, -0.2, 0, -1, -1, -2, -8, 0.1
COC(=O)C1CCN(C(=O)COC(=O)c2oc3ccc(OC)cc3c2C)CC1
    -33, 0.1, -7, 0, -3, 3, 0, 0.2
O=C(Nc1ccc(C(F)(F)F)cc1)c1ccccc1Br
    -22, 0.2, -11, -8, 55*, 4, -2, -0.1
C[C@H](CO)N1C[C@H](C)[C@@H](CN(C)Cc2ccc(Oc3ccccc3)cc2)Oc2c(NC(=O)Nc3ccc(C(F)(F)F)cc3)cccc2C1=O
    -13, ., 2, -4, -3, -2, 2, -1.1
Cc1cccc(C)c1NC(=O)C(C)Sc1n[nH]c(-c2ccncc2)n1 (configuration not stated)
    -2, 0.4, -14, 4, -2, -5, 3, 0.0
COc1ccc([C@@H]2CC=C(C(=O)O)[C@H](c3cccc(Cl)c3)N2S(=O)(=O)c2ccccc2C)cc1
    -20, 0.2, -1, 21, 4, -2, -3, 0.0
COc1ccc(NS(=O)(=O)c2cc(NC(=O)C3CC3)ccc2N2CCCCC2)cc1
    -30, ., 2, 1, -5, -8, 6, 0.0
COc1ccc(CCNc2c(C=O)c(=O)[nH]c3ccccc23)cc1OC
    -12, -0.1, 5, ., 2, -1, 1, 0.3
COc1ccc([C@@H](OC)[C@@]2(Cc3ccc(O)cc3)N=C(N)N(C)C2=O)cc1
    -1, -0.2, 7, -5, -42, 10, 0, -0.3
CC(C)CNC(=S)Nc1ccccc1F
    -9, 0.0, 3, 5, ., ., 6, 0.2
Cc1cccc(C)c1NC(=O)CNC(=O)c1ccc2nc[nH]c2c1
    -1, 0.3, -3, -3, ., ., 2, 0.1
COc1ccc(NC(=O)/C=C2\SC(=O)NC2=O)cc1
    3, 11, -4, 7, ., ., 3, 0.1
Cc1noc(C)c1NC(=O)N(C)C[C@@H]1Oc2cc(C#CCC(C)C)ccc2S(=O)(=O)N([C@@H](C)CO)C[C@@H]1C
    9, 0.1, -1, 6, 16, -1, 2, -0.3
COc1cccc(NC(=O)N2[C@H](CO)[C@H](c3ccccc3)[C@H]2CNCC(C)C)c1
    -52, -0.3, 7, -2, -2, -2, 9, 0.7
CCOP(=O)(OCC)C(Nc1cccc(C(F)(F)F)c1)c1ccc(C)cc1 (configuration not stated)
    -7, ., -3, -1, 1, -12, -4, 0.0
O=C(c1cnc2sccn2c1=O)N1CCN(c2ccccc2Cl)CC1
    -13, 0.2, -3, 0, 8, -4, 1, 0.2
CC=Cc1ccc2n(c1=O)C[C@@H]1[C@@H](CO)[C@H](C(=O)NC3CCC3)[C@H]2N1C(=O)c1cnccn1 (mixture of isomers)
    15, 0.1, 11, 0, ., ., 6, 0.2
O=c1cc(C(F)(F)F)[nH]c2c(OC(F)(F)F)cccc12
    -2, ., 1, -2, -8, ., 0, 0.0
CCCCC(=O)Nc1cccc(-c2ccc3nncn3n2)c1
    -5, ., -2, -1, -6, -4, -6, 0.0
COc1ccccc1/C=C1\C(=O)Nc2ccccc21
    -23, ., -20, 0, 1, -3, -8, 0.0
O=C(CSc1nncc(=O)[nH]1)NC1CCCCC1
    -10, 0.0, -4, -3, 0, -3, -2, 0.1
COc1cc(N(C)C)c([N+](=O)[O-])cc1C(=O)N1CCN(Cc2ccccc2)CC1
    -4, ., 1, -1, -4, 0, -6, 0.4
CN1[C@@H]2Cn3c(ccc(-c4ccncc4)c3=O)[C@H]1[C@@H](C(=O)Nc1nccs1)[C@@H]2CO
    -16, 0.0, 4, 3, 1, -5, 4, 0.3
C[C@@H]1CN([C@H](C)CO)C(=O)Cc2cc(NS(=O)(=O)c3ccc(F)cc3)ccc2O[C@H]1CN(C)S(=O)(=O)c1ccc(Cl)cc1
    ., 29*, ., ., -2, 4, ., -0.2
COC(=O)[C@]1(Cc2ccccc2)N[C@H](c2ccc(-c3ccc(OC)cc3)cc2)[C@@H]2C(=O)N(C)C(=O)[C@@H]21
    -14, -0.1, -3, -3, 4, -7, 6, 0.0
O=C(NNC(=S)NCc1ccccc1)c1ccc(OC(F)F)cc1
    -11, ., 1, 9, -7, 0, 11, 0.0
CCOC(=O)N1CCN(C(=O)C[C@@H]2C[C@@]3(C(=O)OC)CCCCC=C3N(CCC3=CCCCC3)C2=O)CC1
    5, -0.2, 0, -2, ., ., -9, -0.1
O=C(NCc1ccccn1)C1CCN(S(=O)(=O)c2ccccc2C(F)(F)F)CC1
    2, ., -1, 0, 2, 11, 5, 0.2
O=C(c1cnccn1)N1CC(=O)N2[C@H](CO)[C@H](c3ccc(C#CC4CCCC4)cc3)[C@H]2C1
    -1, -0.6, 6, -3, ., ., -1, 0.2
COC(=O)c1cc(NC(=O)c2cc(-c3ccc(OC)cc3)oc2C(F)(F)F)ccc1N1CCOCC1
    -33, 19, 1, 5, 3, ., -1, 0.4
CC1(C)CC(=O)C=C(C#CC2(O)CCCCC2)C1
    -13, -0.8, -19, ., 16, 1, 5, 0.4
COC(=O)c1cnc(Oc2ccc(NC(=O)NC(=O)c3c(F)cccc3F)cc2)cc1C(F)(F)F
    1, ., -2, 1, 0, ., 5, -0.1
CC1CCC(NS(=O)(=O)c2ccc(Cl)s2)CC1 (configuration not stated)
    -8, 0.0, 18, -1, 5, -2, 1, -0.1
Cc1noc(C)c1S(=O)(=O)Nc1cccc2c1O[C@H](CN(C)S(=O)(=O)c1c(C)noc1C)[C@H](C)CN([C@@H](C)CO)C2=O
    -153, -0.4, -28, -3, ., ., 11, 0.2
Cc1c(NC(=O)C(C)OC(=O)c2cccnc2)c(=O)n(-c2ccccc2)n1C (configuration not stated)
    -7, ., -2, 2, -4, 9, -1, 0.0
Cc1ccc(OCCN2C(=O)NC3(CCc4ccccc4C3)C2=O)cc1 (configuration not stated)
    -22, -0.3, 5, 0, ., ., -1, 0.4
Nc1[nH]c(C(=O)c2ccccc2)c(-c2ccc(Cl)cc2Cl)c1C(=O)c1ccc(Br)cc1
    -14, ., -2, 0, ., ., 3, -0.2
COC(=O)c1ccccc1NC(=O)Nc1ncccc1C
    -25, ., 5, -2, -5, ., -4, 0.1
CCCCc1cc(=O)oc2cc(OCC(=O)Nc3ccccn3)ccc12
    -9, 0.0, -3, 1, 28, 6, -14, 0.0
C[C@H](NC(=O)[C@@H]1[C@@H](CO)[C@@H]2Cn3c(ccc(C4=CCCCC4)c3=O)[C@@H]2N1C)c1ccccc1
    -12, 0.4, ., ., 1, -6, -2, 0.4
COc1ccccc1/C=C/C(=O)NCC(=O)N1CCC(N(C)C2CCCC2)CC1
    -7, ., 3, 11, -6, ., 3, 0.0
O=C(NCCC(=O)N(Cc1ccco1)Cc1cccs1)c1ccccc1Cl
    -35, ., 3, 2, 16, -4, 2, 0.5
CN(C)C(=O)c1c(NC(=O)c2ccccc2)sc2c1CCC2
    -20, ., -2, -4, 6, -12, -2, 0.0
C/C=C/c1cnc2c(c1)C(=O)N([C@@H](C)CO)C[C@H](C)[C@@H](CN(C)CC1CCCC1)O2
    -4, 0.3, -19, -6, -6, 7, -3, -0.7
CCNC(=O)[C@H]1[C@H](CO)[C@H]2Cn3c(ccc(C4=CCCC4)c3=O)[C@@H]1N2C(=O)C1CC1
    -8, 0.6, 8, -2, -2, 0, -1, 0.2
COc1ccc(Cl)c(-c2cc(C(=O)NCc3ccc(C(F)(F)F)cc3)[nH]n2)c1
    -3, 0.2, -2, -3, 3, 8, 2, 0.2
C#CCNc1cc(-c2ccccc2)nc2ncnn12
    -4, ., 4, 0, ., ., -3, 0.0
CCOC(=O)N1CCN(C(=O)C[C@@H]2C[C@@]3(C(=O)OCC)CCC=C3N(Cc3ccc(Cl)cc3Cl)C2=O)CC1
    5, ., 7, 1, ., ., 0, 0.1
CCc1nnc(NC(=O)CN2CCN(c3ccccc3F)CC2)s1
    9, ., -3, 2, ., ., 3, 0.0
COc1ccc(NC(=O)N2C[C@H]3[C@@H](c4ccccc42)[C@@H](CO)N3C(=O)C2CCCCC2)cc1
    11, -0.1, 6, 2, 1, 5, -1, 0.0
CN(C)c1ccc(NC(=O)CSc2nnc(C3CCCCC3)n2N)cc1
    1, ., 0, 2, 26, 5, -1, 0.5
CN(Cc1ccon1)C(=O)C1CCC(=O)N(Cc2ccc(Cl)cc2)C1 (configuration not stated)
    4, ., 2, 0, ., 5, 5, 0.1

Later entries
Values run as follows: RAD52 anneal inh, E-sel inducer, S100A4 MyoIIA, ERAP1 inh, esBAF inh, RAD54 inh, ERp5 block, Xi reactivation
CCN(CC)CCN(C(=O)c1cccc([N+](=O)[O-])c1)c1nc2ccc(OC)cc2s1
    -1, 0.1, -5, 0, ., ., 6, 0.0
Cc1c(NC(=O)COc2ccccc2Cl)c(=O)n(-c2ccccc2)n1C
    -7, -0.2, -3, -2, -1, 1, 6, 0.0
NNC(=O)c1ccc(COc2ccc([N+](=O)[O-])cc2)o1
    -1, -0.1, -1, -3, ., ., 4, 0.0
Cc1cccc(NC(=O)N2CCC(NC(=O)c3ccco3)CC2)c1
    -4, ., -2, 2, -2, ., -6, 0.0
CCCCc1ccccc1NC(=S)NC1CCCC1
    -10, -0.2, -12, 3, -3, 0, -8, 0.0
CCOc1ccccc1C=NNC(=O)C1CC1
    -8, 1.8, -3, 1, 6, 8, 4, 0.2
COc1ccc(C2=C(Nc3ccc(C)cc3)c3ccccc3C2=O)cc1
    -11, 1.9, 6, 5, 7, ., -1, 0.0
